Assay outcomes (PubChem BioAssay)
M. tuberculosis GlmU – inhibition of mycobacterial GlmU enzyme – biochemical, glucosamine-1-phosphate acetyltransferase (AID 1376); M. tuberculosis GlmU acetyltransferase enzyme assay; higher % means a stronger effect; inhibition, %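 (tested at 30 µM in the primary screen)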, or IC50 in µM where a hit was titrated; actives 0.25% (n = 220,000); in the data active = inhibition above about 13%;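 note: 0% = complete reaction with vehicle and 100% = reaction without substrate; strong numbers were not always called active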
RmlCD inh 1536 – blocks M. tuberculosis RmlC and RmlD coupled enzymes. RmlC+RmlD coupled enzyme assay, percent inhibition; primary screen in compound mixtures. inhibition, % at 3.6 µM. actives 0.03% (n = 160,000). AID 1533; in the data active = inhibition mostly above about 34%, no sharp cut-off; note: some results filed as inactive read as strong as hits
Target sequence (P9WH09 whole entry, looked up): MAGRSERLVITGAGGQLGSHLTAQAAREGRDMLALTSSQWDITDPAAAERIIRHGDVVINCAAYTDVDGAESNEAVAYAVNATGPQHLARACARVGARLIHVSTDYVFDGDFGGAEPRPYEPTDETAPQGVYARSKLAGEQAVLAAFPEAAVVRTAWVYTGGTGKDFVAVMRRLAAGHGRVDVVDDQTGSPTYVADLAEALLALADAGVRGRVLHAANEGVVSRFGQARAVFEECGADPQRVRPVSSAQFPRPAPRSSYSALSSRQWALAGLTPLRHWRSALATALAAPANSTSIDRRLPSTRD
Target sequence (P9WH11 whole entry, looked up): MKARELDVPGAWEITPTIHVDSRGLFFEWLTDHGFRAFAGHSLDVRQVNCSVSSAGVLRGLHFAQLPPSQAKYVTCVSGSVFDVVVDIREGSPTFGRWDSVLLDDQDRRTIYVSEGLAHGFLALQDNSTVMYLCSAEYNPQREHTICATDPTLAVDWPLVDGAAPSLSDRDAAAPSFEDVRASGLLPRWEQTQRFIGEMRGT
Numbers without * were called inactive; x = no result given. This is a subset. The share of hits here may be higher or lower than overall.

SMILES | M. tuberculosis GlmU | RmlCD inh 1536
Nc1nonc1-n1nnc(C(=O)N/N=C/c2ccc(O)cc2)c1COc1ccc(F)cc1 | 1.0% | x
O=C(COC(=O)CCC1CCCC1)Nc1ccccc1Sc1ccccc1 | 5.7% | -10
CCOC(=O)N1CCN(C2CC(=O)N(c3ccc(F)cc3)C2=O)CC1 (stereo not drawn) | 3.8% | 6
O=C(CSc1ncnc2c1oc1ccccc12)NCc1ccco1 | 4.5% | x
Cc1ccnc(SCC(=O)n2c3c(c4ccccc42)CC(C)CC3)n1 (stereo not drawn) | 0.4% | x
Cc1ncc([N+](=O)[O-])n1CCO | 4.2% | 14
CCn1c(-c2nn(C)c(C)c2Cl)n[nH]c1=S | -1.0% | x
COc1ccc(-n2nnnc2SCC(N)=O)cc1 | 1.8% | -5
Nc1c(C(=O)Nc2ccccc2F)sc2nc(-c3ccco3)ccc12 | 6.3% | 5
CC(=O)Nc1ccccc1NC(=O)C/C(C)=N/NC(=O)c1ccncc1 | -0.6% | 6
O=C(CN1C(=O)C2CC=CCC2C1=O)NCc1ccc2c(c1)OCO2 (stereo not drawn) | 1.3% | 6
Oc1c(Cl)c(Cl)c(Cl)c(Cl)c1Cl | 6.8% | x
Cc1noc(/C=C/N(C)C)c1S(=O)(=O)N1CCCC(C(=O)NC(C)c2ccccc2)C1 (stereo not drawn) | 1.5% | 46
O=c1[nH]c2ccccc2c(O)c1Cc1ccccc1 | -9.2% | 3
Nc1ccc(Nc2nc(-c3cccs3)cs2)cc1 | -0.1% | -11

Some of the entries so far, with tabs.
SMILES	M. tuberculosis GlmU	RmlCD inh 1536
CCOC(=O)N1CCN(C2CC(=O)N(c3ccc(F)cc3)C2=O)CC1 (stereo not drawn)	3.8%	6
O=C(CSc1ncnc2c1oc1ccccc12)NCc1ccco1	4.5%	x
Cc1ccnc(SCC(=O)n2c3c(c4ccccc42)CC(C)CC3)n1 (stereo not drawn)	0.4%	x
Cc1ncc([N+](=O)[O-])n1CCO	4.2%	14
CCn1c(-c2nn(C)c(C)c2Cl)n[nH]c1=S	-1.0%	x
COc1ccc(-n2nnnc2SCC(N)=O)cc1	1.8%	-5
Nc1c(C(=O)Nc2ccccc2F)sc2nc(-c3ccco3)ccc12	6.3%	5

(listing goes on)
SMILES | M. tuberculosis GlmU | RmlCD inh 1536
Cc1ccc(-c2ccc(=O)n(CC(=O)N3CCN(c4cccc(C)c4)C(C)C3)n2)cc1 (stereo not drawn) | 0.2% | -9
CC1CCCCC1NC(=O)COC(=O)c1cc(=O)c2ccccc2o1 (stereo not drawn) | 2.9% | -9
CC(C)(C)OC(=O)N1CCC[C@H]1c1nnc(SCc2cccc(Cl)c2)o1 | 1.0% | -14
O=C(/C=C/c1ccco1)Oc1ccc(C(=S)N2CCOCC2)cc1 | 0.2% | -7
O=C(Nc1nnc(C(F)(F)F)s1)C1COc2ccccc2O1 (stereo not drawn) | 2.6% | -8
O=c1cc(-c2ccccc2)nc(SCc2ccccc2)[nH]1 | 3.6% | 5
CSc1c(SCc2ccccc2)cnn(Cc2ccccc2)c1=O | -0.9% | 0
CN(C)Cc1c(-c2ccc(Cl)cc2)nc2ccccn12 | -10% | 5
O=C(CN1CCCC1)OCCCc1ccccc1 | -3.0% | 2
CCN(CC)C(=O)CN(c1ccc(Cl)cc1)S(=O)(=O)c1ccccc1 | 2.8% | 9
C1=C(c2c[nH]c3ccccc23)CCN(Cc2ccccc2)C1 | -8.8% | 3
COc1cc(C(=O)OCC2CC(c3ccccc3)=NO2)cc(OC)c1OC (stereo not drawn) | 1.1% | 12
COc1ccc(-n2c(C)c([N+](=O)[O-])c3ccc(O)c(CN4CCCCC4)c32)cc1 | 1.2% | x
Cc1cc(C)c2nc(C(F)(F)F)nc(NCCCN3CCOCC3)c2c1 | -2.1% | -8
Cc1ccc(S(=O)(=O)N2CCCC(C(=O)N3CCC4(CC3)OCCO4)C2)cc1 (stereo not drawn) | 1.5% | x

Looked up above:
Nc1ccc(Nc2nc(-c3cccs3)cs2)cc1 @ M. tuberculosis GlmU = -0.1%
O=C(Nc1nnc(C(F)(F)F)s1)C1COc2ccccc2O1 (stereo not drawn) @ RmlCD inh 1536 = -8
CCn1c(-c2nn(C)c(C)c2Cl)n[nH]c1=S @ M. tuberculosis GlmU = -1.0%
CN(C)Cc1c(-c2ccc(Cl)cc2)nc2ccccn12 @ RmlCD inh 1536 = 5
Oc1c(Cl)c(Cl)c(Cl)c(Cl)c1Cl @ M. tuberculosis GlmU = 6.8%

(cont.)
SMILES | M. tuberculosis GlmU | RmlCD inh 1536
COc1ccc(NC(=O)c2ccc(S(=O)(=O)N3CCOCC3)cc2)c(OC)c1 | -6.6% | -4
COc1cc(C(CN)CC(=O)O)ccc1O (stereo not drawn) | 1.5% | 4
Cc1ccc(OCCOCCn2ccnc2)c(Br)c1 | 6.9% | x
O=c1oc2cc(Oc3ccc(C(F)(F)F)cc3[N+](=O)[O-])ccc2c2c1CCC2 | 2.4% | -14
Cc1cc(C)c2nc(N3CCC(C(=O)N4CCN(c5ncccn5)CC4)CC3)sc2c1 | 4.4% | x
Cc1cccc(CNc2ccc(C(CC(N)=O)NC(=O)Cc3cccc4ccccc34)cc2[N+](=O)[O-])c1 (stereo not drawn) | 5.1% | -15
Cc1noc(C)c1COc1ccc(C(=O)OCC(=O)NCc2ccccc2Cl)cc1 | -2.0% | x
Cn1c(Cc2cccc3ccccc23)nnc1SCC(=O)N1CCN(c2ccccc2)CC1 | -3.6% | x
O=S(=O)(NCc1ccccc1)c1ccc(Br)c2nsnc12 | 2.3% | -1
COc1ccc(NC(=O)c2cccnc2)c([N+](=O)[O-])c1 | 3.3% | -5
O=C(CNC1CCCCC1)NCC1(c2ccccc2)CCCC1 | -1.6% | 2
Cc1cc(C(=O)CSc2cccc[n+]2[O-])c(C)n1-c1ccc(OC(F)F)cc1 | -1.7% | x
COC(=O)c1cn(C(C)C(=O)NCc2ccco2)c2ccccc12 (stereo not drawn) | -0.4% | -3
COc1ccc(CN(CCC(c2ccc(F)cc2)C2CCOC(C)(C)C2)C(=O)c2ccco2)cc1 (stereo not drawn) | -6.7% | 1
CSc1nnc(C(C)(C)C)c(=O)n1/N=C/c1ccccc1O | 0.7% | x
Cc1ccccc1NC(=O)c1cc(S(=O)(=O)N2CCOCC2)ccc1F | 5.2% | -18
Cc1nn(C)c(-c2n[nH]c(=S)n2Cc2ccco2)c1Cl | 0.8% | x
CS(=O)(=O)N(CC(=O)NCc1cccnc1)Cc1ccc(Cl)cc1 | -0.7% | -7
O=C(c1ccc(Cl)cc1)N1CCC(=O)N(C(CO)Cc2ccccc2)CC1 (stereo not drawn) | -1.1% | x
O=C1c2sc3nc4c(c(=O)n3c2C(=O)N1c1ccccc1)CCC4 | -3.5% | 28
Cc1ccc(NC(=O)Cn2c(-c3ccc(F)cc3)cnc2SCC(=O)Nc2c(C)cccc2C)cc1 | 1.9% | x
CC(CN1C(C)CCCC1C)OC(=O)c1ccc(Cl)cc1Cl (stereo not drawn) | 1.1% | -3
Cc1ccc(NC(=O)c2cc(-c3cccs3)nc3ccccc23)nc1 | -0.9% | 9
Cc1ccc(-n2ncc(N(C)C)c(Cl)c2=O)cc1 | x | 1
NC(N)=N/N=C/c1ccc(N2CCOCC2)cc1 | -5.2% | 7
CCCC(=O)c1c(NC)cc(C)oc1=O | -2.2% | x
OCCNCCCCCOc1ccc(F)cc1 | 0.1% | 10
CCOC(=O)C1=C(O)C(=O)N(Cc2ccc(C(C)(C)C)cc2)CC1 | -4.1% | -4
O=C(NCCc1ccccc1)C1CCC(CNS(=O)(=O)c2cccs2)CC1 (stereo not drawn) | -4.1% | 0
Cc1ccc(OCCCCN(C)Cc2ccccc2)c(Br)c1 | -5.3% | 9
CCCCN1CC[C@H]2C=CC[C@@H](C(=O)Nc3nccs3)[C@H]2C1=O | 1.6% | x
CCOC(=O)C1(C)C=C(Nc2ccc(OCC)cc2)C(=O)N1c1ccccc1 (stereo not drawn) | 1.2% | 6
N#CC(c1ccccc1)c1ccc(C(=O)c2ccc(F)cc2)cc1 (stereo not drawn) | -3.6% | x
Cc1cc2ccccc2n1CCNC(=O)c1ccc(S(=O)(=O)N2CCOCC2)cc1 | -8.3% | -4
CCc1ccc(NC(=O)CSc2nnc(SCC(=O)Nc3ccc(CC)cc3)n2N)cc1 | -4.6% | -4
Cc1csc(NC(=O)c2cccc(S(=O)(=O)N3CCCCC3)c2)n1 | 4.8% | 9
C=CCNC(=O)c1cc(Cl)ccc1Cl | -2.0% | -5
CCOC(=O)c1cnc(-c2ccccc2)nc1N1CC(C)OC(C)C1 (stereo not drawn) | 7.0% | -4
Cc1ccc(SCCC(=O)N2CCC(C(N)=O)CC2)cc1 | -5.0% | 9
Cc1ccc(-n2c(C)cc(C(=O)CSc3n[nH]c(N)n3)c2C)cc1 | -7.1% | 4
Cn1ncc2c(N3CCN(c4ccc(Cl)c(Cl)c4)CC3)ncnc21 | -11% | -4
Cc1ccc(N2C(=O)CSC2c2cccs2)cc1 (stereo not drawn) | 3.5% | 6
O=C(N/N=C/c1cn(-c2ccccc2)nc1-c1cccs1)c1ccc(Cl)cc1 | -8.1% | -4
CCCCn1c(NC(=O)c2ccccc2Cl)c(C#N)c2nc3ccccc3nc21 | -4.0% | 1
CCOC(=O)c1ccc(-c2ccc(/C=C(\C#N)C(=O)NCc3cccs3)o2)cc1 | -1.3% | 1

An excerpt of these results, as comma-separated lines:
smiles,M. tuberculosis GlmU,RmlCD inh 1536
Cc1cc2ccccc2n1CCNC(=O)c1ccc(S(=O)(=O)N2CCOCC2)cc1,-8.3%,-4
CCc1ccc(NC(=O)CSc2nnc(SCC(=O)Nc3ccc(CC)cc3)n2N)cc1,-4.6%,-4
Cc1csc(NC(=O)c2cccc(S(=O)(=O)N3CCCCC3)c2)n1,4.8%,9
C=CCNC(=O)c1cc(Cl)ccc1Cl,-2.0%,-5

Next structures:
SMILES | M. tuberculosis GlmU | RmlCD inh 1536
O=C(Nc1ccccc1)N1CCN(c2nc(-c3ccccc3)ns2)CC1 | -10% | 15
CCc1nc2ccccc2n(CCOCCOCCn2c(=O)c(CC)nc3ccccc32)c1=O | -3.2% | 13
COc1ccccc1N=Nc1nc(-c2ccccc2)c(-c2ccccc2)[nH]1 | 5.6% | x
CN(c1ccccc1)S(=O)(=O)c1ccc(C(=O)NCC2CCCO2)cc1 (stereo not drawn) | 0.3% | 14
NC(=S)N/N=C/c1coc2ccc(Cl)cc2c1=O | -1.6% | -5
C/C(=N\NC(=S)Nc1cccc(C)c1)c1cccc(N)c1 | -2.1% | 9
O=C(CCCNS(=O)(=O)c1cccs1)N1CCN(c2ccc(F)cc2)CC1 | -3.2% | x
O=C(NNC(=O)c1cccnc1)Nc1cccc(Cl)c1Cl | 5.5% | 4
CCc1cccc(CC)c1NC(=O)/C(C#N)=C/c1ccccc1C(F)(F)F | 1.6% | -9
CN(C)c1nc(N)nc(CSc2nnnn2-c2ccc(C(=O)O)cc2)n1 | -1.7% | -4
O=C(CSc1ccccn1)Nc1nncs1 | 4.1% | x
CCC(C(=O)N1CCN(c2ncccn2)CC1)c1ccccc1 (stereo not drawn) | -4.2% | x
CCC(NC(=O)Nc1ncccc1C)(C(F)(F)F)C(F)(F)F | 2.0% | x
Cc1ccc(C(=O)Nc2ccccc2C(=O)N2CCOCC2)cc1[N+](=O)[O-] | 3.6% | x
Cc1nc2ccccc2nc1OCC(=O)N1CCN(c2ccccc2)CC1 | -1.5% | x
CCOC(=O)C1C(C(=O)OCC)C1(c1ccccc1)c1ccccc1 (stereo not drawn) | 3.5% | 18
CNc1nc2cccnc2s1 | 7.4% | -8
CC1CC2(C)CC(C)C1(COC(=O)Nc1ccccc1)CO2 (stereo not drawn) | 2.0% | x
C=CCn1c(SCC(=O)N2CCc3ccccc3C2)nc2sc(CC)cc2c1=O | 2.3% | -3
CC(Sc1nnnn1C)C(=O)Nc1ccc(Oc2ccccc2)cc1 (stereo not drawn) | 3.2% | 2
COc1ccc(C(=O)OCC(=O)N2CCCC2=O)c(OC)c1 | -4.6% | x
O=C(/C=C/c1ccco1)NC(=S)Nc1ccc(N2CCCC2)cc1 | -4.6% | -7
Cc1sc2ncnc(OCC(=O)N3CCN(S(=O)(=O)c4ccc(Cl)cc4)CC3)c2c1C | 2.7% | x
Cc1nc(=O)cc(-c2ccccc2)n1-c1ccccc1 | 3.0% | 0
COC(=O)c1sccc1NC(=O)Nc1cccc(F)c1 | -4.3% | 5
C/C(CC(=O)Nc1ccc(Cl)cc1Cl)=N\NC(=O)C(=O)N1CCCC1 | -6.1% | 8
O=C(NNC(=O)C1CC1)c1cc2cc3ccccc3nc2s1 | 1.0% | -4
O=C(N/N=C/c1c(O)n(-c2ccccc2)c(=O)[nH]c1=O)c1ccncc1 | -3.1% | 5
CCn1c2c(c3cc(OCC(C)C)ccc31)CCCC2=O | -0.7% | x
COCCNC(=O)C1CC2Cn3c(nc4ccccc43)C2N1C (stereo not drawn) | 0.6% | x
CC1CCCCC1NC(=O)CN1C(=O)CSc2cc(S(=O)(=O)N3CCCCCC3)ccc21 (stereo not drawn) | -3.9% | 23
COC(=O)CSc1ccc(S(=O)(=O)N2CCOCC2)cc1[N+](=O)[O-] | 4.7% | -7
Cc1ccccc1C(=O)c1c[nH]c(C(N)=O)c1 | 2.7% | 4
COc1cc2c(=O)n(CCCN3CCOCC3)c(=S)[nH]c2c(OC)c1OC | 5.6% | -7
COc1ccc(CC(=O)Nc2c3c(nn2-c2cccc(C)c2C)CS(=O)C3)cc1 (stereo not drawn) | 0.6% | -2
Cc1onc(-c2ccccc2Cl)c1C(=O)N1CCN(c2nc3ccccc3s2)CC1 | 2.2% | 8
Cc1cc(C)cc(-n2c(C)cc(C=C(C#N)C#N)c2C)c1 | -4.6% | 14
